From PubChem
Rv3671c inh = Rv3671c (M. tuberculosis) protease inhibition; P9WHR9; inhibition, % at 5.96 µM; 320,000 tested, 0.048% active; in the data active means inhibition above about 38%;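 further: extracellular domain of Rv3671c used as enzyme; 0% = enzyme with DMSO and 100% = no enzyme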
MazEF act = increases E. coli MazEF RNase cleavage of RNA; FAM/BHQ RNA-DNA oligo cleavage fluorescence, 5 h; 350,000 tested, 0.32% active; activation, % at 20 µM; AID 504720; P0AE70; in the data active means activation above about 50%
Target sequence (P0AE70 whole entry, looked up): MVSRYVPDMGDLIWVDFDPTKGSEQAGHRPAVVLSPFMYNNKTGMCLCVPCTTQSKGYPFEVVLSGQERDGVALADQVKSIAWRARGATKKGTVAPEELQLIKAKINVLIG
BioA inh = BioA (M. tuberculosis) enzyme inhibition. purified M. tuberculosis BioA enzyme, plate reader. inhibition, % at 9.99 µM. 360,000 tested, 0.096% active. AID 602481; in the data active means inhibition above about 40%; inconclusive means no clear call, values can overlap the other calls
GDH-TPI counter = inhibits GDH-TPI coupling enzymes, artifact for Mtb FBA screen | GDH-TPI coupled enzyme counterscreen, NADH absorbance | inhibition, % at 4.8 µM | 360,000 tested, 1.2% active; in the data active means inhibition above about 30%;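 further: 0% = DMSO wells and 100% = wells lacking the enzyme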
BoNT-F LC inh = BoNT F light chain protease inhibition. inhibition, % at 10 µM. Multiplex microsphere protease cleavage assay, flow cytometry. AID 588497. 360,000 tested, 0.22% active; in the data active means inhibition above about 35%, passing the limit was not always enough; inconclusive means no clear call, values can overlap the other calls; further: plate controls were buffer without enzyme for full effect and enzyme alone for no effect
PrPC TRFRET = inhibitors of human cell surface prion protein PrPC | AID 720596 | P04156 | inhibition, % at 13.8 µM | TR-FRET read-out | 370,000 tested, 0.43% active; in the data active means inhibition above about 24%; further: 0% = median of the test wells and 100% = reference compound wells
FadD28 FP inh = inhibitors of Mycobacterium tuberculosis FadD28 bisubstrate binding | inhibition, % at 12.5 µM | 360,000 tested, 0.22% active | FadD28 bisubstrate probe binding, fluorescence polarization; in the data active means inhibition above about 8.5%, passing the limit was not always enough; inconclusive means no clear call, values can overlap the other calls
UGM FP inh = Mtb UDP-galactopyranose mutase inhibition. purified UGM, fluorescence polarization probe displacement. 320,000 tested, 0.06% active. P9WIQ1. inhibition, % at 10 µM; in the data active means inhibition above about 10%, passing the limit was not always enough; inconclusive means no clear call, values can overlap the other calls
Target sequence (P9WIQ1 whole entry, looked up): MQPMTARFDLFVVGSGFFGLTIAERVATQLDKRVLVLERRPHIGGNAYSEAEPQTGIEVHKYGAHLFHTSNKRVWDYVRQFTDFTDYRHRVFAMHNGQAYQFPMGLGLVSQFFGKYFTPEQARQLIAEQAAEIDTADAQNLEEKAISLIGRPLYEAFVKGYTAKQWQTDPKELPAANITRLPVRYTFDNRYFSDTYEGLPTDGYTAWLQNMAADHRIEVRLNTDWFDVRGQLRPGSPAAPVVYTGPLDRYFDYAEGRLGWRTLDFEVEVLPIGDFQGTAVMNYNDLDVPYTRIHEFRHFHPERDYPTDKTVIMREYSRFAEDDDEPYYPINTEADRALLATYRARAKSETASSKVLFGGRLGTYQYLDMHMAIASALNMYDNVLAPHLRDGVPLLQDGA
Mtb FBA inh = Mtb fructose-bisphosphate aldolase inhibition; P9WQA3; purified M. tuberculosis FBA, fluorescence read-out; inhibition, % at 1 µM; 360,000 tested, 2.3% active; AID 588726; in the data active means inhibition above about 27%;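 further: 0% = vehicle and 100% = reference inhibitor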
Target sequence (P9WQA3 whole entry, looked up): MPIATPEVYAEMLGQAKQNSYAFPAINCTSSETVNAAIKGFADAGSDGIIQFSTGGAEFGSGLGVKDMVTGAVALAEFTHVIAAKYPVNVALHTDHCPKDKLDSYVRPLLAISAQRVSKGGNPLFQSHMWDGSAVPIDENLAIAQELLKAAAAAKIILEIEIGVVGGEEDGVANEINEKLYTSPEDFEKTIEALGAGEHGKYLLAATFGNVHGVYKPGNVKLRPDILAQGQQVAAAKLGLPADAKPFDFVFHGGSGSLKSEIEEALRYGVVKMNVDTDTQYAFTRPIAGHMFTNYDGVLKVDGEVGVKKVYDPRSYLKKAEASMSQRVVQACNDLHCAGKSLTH
Active calls of the source: *; i = inactive; ? = inconclusive; / = no result given; + = active, no number.

Compound	BoNT-F LC inh	GDH-TPI counter	PrPC TRFRET	BioA inh	Mtb FBA inh	MazEF act	UGM FP inh	Rv3671c inh	FadD28 FP inh
Cc1ccc(C2CC(=O)Nc3sc(C(N)=O)c(N)c32)cc1 (stereo not given)	0	22	3	5.3	2	2	0.7	-1	-0.7
CCS(=O)(=O)N1CCCC(c2nc(-c3cccc(OC)c3)no2)C1 (stereo not given)	0	7	0	/	-1	-2	2.5	-3	0.0
COc1ccc(-c2nc(SCC(=O)Nc3cc(C)on3)n[nH]2)cc1	-12	7	/	-0.1	0	0	0.1	1	-0.7
Cc1ccc(S(=O)(=O)N2CCC3(CC2)OCCO3)cc1	-9	6	-3	0.4	0	4	-0.2	0	0.0
Cc1cccc(NC(=O)C2CCCC2)c1	i	3	1	-0.8	-2	-4	-0.8	-15	-1.8
COC(=O)[C@H](CC(C)C)NS(=O)(=O)c1ccccc1	-1	0	0	-0.5	1	14	-1.4	-5	-1.6
COc1ccc(Cl)c(Cn2c(NCC(C)O)nc3c2c(=O)n(C)c(=O)n3C)c1 (stereo not given)	-9	-1	-1	-0.2	0	5	-0.5	2	-1.3
Cc1cc(NC(=O)COC(=O)c2ccccc2NCCO)no1	10	21	10	-1.1	127*	4	-0.4	4	-1.2
COc1ccc(S(=O)(=O)N2CCOCC2)cc1NC(=O)C1CC(=O)N(c2ccc3c(c2)OCCO3)C1 (stereo not given)	-6	-6	-1	0.0	1	4	/	/	-1.8
CCOC(=O)[C@]12Cc3ccsc3[C@H]1N(Cc1ccccc1)C(=O)c1ccccc12	0	6	1	-3.5	1	4	/	/	-1.5
Cc1oc(-c2cccc(F)c2)nc1CN1CCCCC1CCc1ccccn1 (stereo not given)	1	0	-7	/	-3	0	0.6	5	-0.8
CCN(CC(=O)NCc1cccs1)C(=O)/C=C/c1cccc(Br)c1	-19	1	-6	0.5	-3	2	-1.7	6	-3.1
COc1cc(NC(=O)COC(C)=O)c(C)cc1[N+](=O)[O-]	1	10	-7	-0.1	0	-2	2.1	4	-3.8
CCOC(=O)C1=C(C)Nc2nnnn2C1c1cccnc1 (stereo not given)	6	-8	0	-1.4	1	-1	4.6	2	-4.4
O=C(O)CSCc1cn2cc(Cl)ccc2n1	-7	-11	-4	-2.0	2	3	-2.4	0	-3.9
CC1CN(CCOCCSc2ccc(Cl)cc2)CC(C)O1 (stereo not given)	-7	-4	3	-0.1	0	2	1.1	8	-4.0
Cc1ccc(C)c(NC(=O)Cc2coc3cc4c(cc23)CCC4)c1	5	5	4	-0.1	-1	2	0.8	-4	1.6
O=C(CN1C(=O)NC(c2ccccc2)(c2ccccc2)C1=O)NCc1ccccc1	0	6	4	-5.4	2	-2	/	-1	-1.2
Cc1ccc2[nH]c3c(=O)n(CC(=O)Nc4ccccc4N4CCN(C)CC4)ncc3c2c1	2	5	-14	-2.4	6	14	0.2	-13	-0.5
CCC(=O)O/N=C(\N)c1ccc(Oc2cc(C)c(Cl)c(C)c2)c([N+](=O)[O-])c1	?	9	-5	/	1	-3	-5.3	5	0.4
COCCNC(=O)c1cccc2c(-c3cnn(C)c3)coc12	-3	6	-6	3.0	-1	/	/	/	-3.2
O=C(CSc1ncccc1C(=O)O)NC1CCCCC1	-7	10	2	-0.2	6	3	0.4	-7	-1.6
FC(F)(F)COc1cc(-c2nnc(SCc3ccccc3)n2Cc2ccco2)cc(OCC(F)(F)F)n1	-2	0	-2	/	-1	1	-1.1	-24	-1.7
Cc1ccc(S(=O)(=O)NC2=NCN(CC(=O)O)CN2)cc1	14	-6	10	0.1	0	24	0.8	-3	-2.0
CCOC(=O)c1ccccc1NC(=O)c1c(F)c(F)c(F)c(F)c1F	-3	15	1	-0.6	1	7	0.5	2	0.2
Cc1ccsc1CNCCc1ccccc1F	?	-1	8	0.0	2	7	2.1	-5	-2.0
O=c1[nH]c(=O)n(CCc2ccc(F)cc2)c(O)c1C=NCCCN1CCOCC1	8	11	-8	0.6	1	5	1.9	3	-0.7
COCCCN(C(=S)NC(=O)C12CC3CC(CC(C3)C1)C2)c1c(N)n(Cc2ccccc2)c(=O)[nH]c1=O	-7	7	-1	/	7	-1	0.1	1	-1.4
COc1ccc2sc(N3C(=O)CC(Cc4cccc(C)c4)C3=O)nc2c1 (stereo not given)	-6	3	-3	1.7	-1	5	-1.7	6	-3.9
O=C(CC1C(=O)NCCN1C(=O)Nc1ccccc1)Nc1ccc2c(c1)OCO2 (stereo not given)	1	11	3	/	-1	-5	-2.0	-1	-0.1

Entries of single compounds, quoted from the list.
`Cc1ccsc1CNCCc1ccccc1F` as listed: BoNT-F LC inh = ?; GDH-TPI counter = -1; PrPC TRFRET = 8; BioA inh = 0.0; Mtb FBA inh = 2; MazEF act = 7; UGM FP inh = 2.1; Rv3671c inh = -5; FadD28 FP inh = -2.0
`O=C(CC1C(=O)NCCN1C(=O)Nc1ccccc1)Nc1ccc2c(c1)OCO2` (stereo not given) as listed: BoNT-F LC inh = 1; GDH-TPI counter = 11; PrPC TRFRET = 3; BioA inh = /; Mtb FBA inh = -1; MazEF act = -5; UGM FP inh = -2.0; Rv3671c inh = -1; FadD28 FP inh = -0.1

Further entries.
Compound	BoNT-F LC inh	GDH-TPI counter	PrPC TRFRET	BioA inh	Mtb FBA inh	MazEF act	UGM FP inh	Rv3671c inh	FadD28 FP inh
Cc1ccc2nc3c(cc(C(=O)NCCCn4ccnc4)n3C)c(=O)n2c1	-4	16	-14	0.9	+	6	-2.1	3	-0.6
Cc1ccc(NC(=O)C2CCN(S(=O)(=O)c3ccc4c(c3)OCCO4)CC2)nc1	3	1	2	/	4	1	-1.5	1	-2.0
Cc1ccc(CNC(=O)Cc2ccc(Br)cc2)cc1	-18	5	-4	-0.8	1	-6	2.6	3	-1.4
Cc1ccc(CSc2nnc(-c3ccccc3N)c(=O)[nH]2)cc1	-16	9	2	0.0	-1	4	2.6	-5	-0.1
COc1cccc(C(=O)Oc2cccc(N3C(=O)C4C5CC(C(Br)C5Br)C4C3=O)c2)c1 (stereo not given)	-9	0	5	-1.7	2	-13	-1.9	1	-1.0
CC(C)(C)N1CC(c2nc3ccccc3n2CCOc2ccccc2)CC1=O (stereo not given)	3	-14	-2	3.8	3	1	0.1	-1	-1.1
COc1cc(CC(=O)Nc2nc(-c3ccc(F)c(F)c3)cs2)cc(OC)c1OC	2	2	18	-1.5	-1	10	1.2	-23	-7.5
COc1ccc2c(c1)-c1nc(/N=C/c3cccc(OC)c3O)sc1CC2	-1	-1	2	1.8	2	3	1.2	2	-1.1
O=C(NCCCn1ccnc1)c1cccc(S(=O)(=O)Nc2ccc(Br)cc2)c1	-2	13	7	-4.7	4	-1	/	-4	-0.8
CC(=O)NC(CC(=O)NCc1ccncc1)c1ccccc1 (stereo not given)	0	-4	-5	0.7	0	-1	-2.4	-12	-4.0
COCC(C)NC(=O)c1cc(-c2ccc(OC)c(OC)c2)on1 (stereo not given)	0	4	/	-0.4	0	-7	-1.4	-9	-0.8
O=S(=O)(Nc1nccs1)c1ccc(F)cc1	0	0	1	/	7	-21	1.4	9	1.2
Fc1ccc(CSc2nc3ncccc3[nH]2)cc1	-2	10	-2	0.8	0	1	1.3	-3	-2.5
COCCN1C(=O)C(=O)/C(=C(/O)c2cccc(OC)c2)C1c1ccncc1 (stereo not given)	12	30	1	-1.1	2	0	1.2	0	1.8
Cc1cc(C)c2c(CCl)cc(=O)oc2c1	/	10	0	1.6	5	7	3.6	-2	0.4
O=S(=O)(c1ccc(F)cc1F)N1CCCN(c2ccc(C(F)(F)F)cn2)CC1	-3	-9	-11	1.3	3	-5	-0.8	1	-2.1
Cc1ccc(C)c(NC(=S)Nc2ccc(S(=O)(=O)Nc3ncccn3)cc2)c1	7	3	-6	/	-3	1	7.2	-6	-4.5
CC(=O)Nc1ccc(SCC(=O)Nc2ccccc2-c2ccccc2)cc1	-10	10	5	0.3	4	-11	1.0	2	-0.3
COC(=O)c1[nH]c2ccc(Br)cc2c1NC(=O)CN1CCN(C2CCCCC2)CC1	31	15	7	3.5	2	11	-0.6	-8	0.3
CCCC12CN(C(=O)c3ccc([N+](=O)[O-])cc3)CC(C)(CN(C(=O)c3ccc([N+](=O)[O-])cc3)C1)C2=O	-6	-3	-7	-1.3	2	-18	-2.3	7	-2.5
COc1ccc(NC(=O)c2ccc(Cn3cc(Cl)cn3)cc2)cc1	-3	4	3	-1.6	3	7	1.4	1	-0.8
O=C(Nc1cccc(C(=O)O)c1)/C(=C\c1ccccc1Cl)NC(=O)c1ccco1	-1	6	-2	-0.1	3	-3	1.1	-5	-4.7
CC(C)(C)n1nnnc1C(c1ccc(C(F)(F)F)cc1)N(Cc1ccc(F)cc1)Cc1ccco1 (stereo not given)	3	-4	-14	-1.0	-2	2	1.3	0	-4.4
Cn1c(/C=N/c2nc3ccccc3[nH]2)nc2ccccc21	-15	10	4	1.4	6	-4	-2.0	1	-2.5
Cc1ccc(C(=O)N/C(=C/c2ccco2)C(=O)N2CCCCC2)cc1	-1	12	-8	-1.2	-4	0	1.6	-6	-1.8
COc1ccc(CN2CCn3ncc(C(=O)Nc4ccc(Cl)cc4Cl)c3C2=O)cc1	-3	5	-2	-0.7	3	-6	/	-6	-1.3
CCc1ccc(-c2nnn(Cc3nc4ccccc4s3)n2)cc1	-2	0	-4	-1.8	0	-4	0.7	-7	-1.8
Cc1cc(C)c(/C=C(\C#N)C(N)=S)c(C)c1	-2	7	5	/	-2	6	0.0	-2	-1.9
OC(c1ccc(F)c(F)c1)c1ncc(-c2cccc(F)c2)[nH]1 (stereo not given)	2	-1	6	0.7	-1	/	/	/	-1.4

13 successive records out of the list so far, for reference:
Compound	BoNT-F LC inh	GDH-TPI counter	PrPC TRFRET	BioA inh	Mtb FBA inh	MazEF act	UGM FP inh	Rv3671c inh	FadD28 FP inh
Cc1ccc2nc3c(cc(C(=O)NCCCn4ccnc4)n3C)c(=O)n2c1	-4	16	-14	0.9	+	6	-2.1	3	-0.6
Cc1ccc(NC(=O)C2CCN(S(=O)(=O)c3ccc4c(c3)OCCO4)CC2)nc1	3	1	2	/	4	1	-1.5	1	-2.0
Cc1ccc(CNC(=O)Cc2ccc(Br)cc2)cc1	-18	5	-4	-0.8	1	-6	2.6	3	-1.4
Cc1ccc(CSc2nnc(-c3ccccc3N)c(=O)[nH]2)cc1	-16	9	2	0.0	-1	4	2.6	-5	-0.1
COc1cccc(C(=O)Oc2cccc(N3C(=O)C4C5CC(C(Br)C5Br)C4C3=O)c2)c1 (stereo not given)	-9	0	5	-1.7	2	-13	-1.9	1	-1.0
CC(C)(C)N1CC(c2nc3ccccc3n2CCOc2ccccc2)CC1=O (stereo not given)	3	-14	-2	3.8	3	1	0.1	-1	-1.1
COc1cc(CC(=O)Nc2nc(-c3ccc(F)c(F)c3)cs2)cc(OC)c1OC	2	2	18	-1.5	-1	10	1.2	-23	-7.5
COc1ccc2c(c1)-c1nc(/N=C/c3cccc(OC)c3O)sc1CC2	-1	-1	2	1.8	2	3	1.2	2	-1.1
O=C(NCCCn1ccnc1)c1cccc(S(=O)(=O)Nc2ccc(Br)cc2)c1	-2	13	7	-4.7	4	-1	/	-4	-0.8
CC(=O)NC(CC(=O)NCc1ccncc1)c1ccccc1 (stereo not given)	0	-4	-5	0.7	0	-1	-2.4	-12	-4.0
COCC(C)NC(=O)c1cc(-c2ccc(OC)c(OC)c2)on1 (stereo not given)	0	4	/	-0.4	0	-7	-1.4	-9	-0.8
O=S(=O)(Nc1nccs1)c1ccc(F)cc1	0	0	1	/	7	-21	1.4	9	1.2
Fc1ccc(CSc2nc3ncccc3[nH]2)cc1	-2	10	-2	0.8	0	1	1.3	-3	-2.5

An unsorted share of the library; overall some 4.8% were active at least once.
